Screening data: PubChem BioAssay, Sanford-Burnham Center for Chemical Genomics
hIAP inh: blocks human intestinal alkaline phosphatase. inhibition, % at 10 µM. P09923. purified IAP, CDP-Star luminescence, 30 min. 330,000 compounds, 0.12% hits. AID 2544;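 active = inhibition reaching a set limit with compound at 10 µM in the primary screen, cut at about 35% in these data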;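 also: plate controls were DMSO wells with enzyme for no effect and no-enzyme buffer wells for full effect; values of inactives mirror those of a sister screen read the other way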
NLRP3 yeast inh: blocks the NALP3 inflammasome reconstituted in yeast; 330,000 compounds, 0.39% hits; inhibition, % at 10 µM; Yeast reconstituted NLRP3/ASC/caspase-1, beta-gal luminescence, 24 h; AID 2825;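 active = inhibition of 50% or more; inactive = inhibition below 50%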;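 also: plate controls were induced DMSO wells for no effect and uninduced yeast grown without galactose for full effect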
mIAP activ: increases mouse intestinal alkaline phosphatase activity. 330,000 compounds, 0.24% hits. activation factor at 10 µM. AID 2805. muIAP, CDP-Star luminescence, 30 min; hits give high values; 1 = vehicle-only enzyme signal, 0 = enzyme-free wells;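 active = activation factor of at least 2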; also: the source names both 10 and 20 µM as test concentration; values of inactives mirror those of a sister screen read the other way
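Assay system: mouse IAP enzyme; reagent: chemiluminescent substrate CDP-Star; dosing: test compounds delivered from DMSO solution; schedule: 30 min at room temperature; measured by: luminescence from enzymatic CDP-Star hydrolysis; controls: DMSO-only wells and no-enzyme negative control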
APOBEC3G inh: APOBEC3G (human) deaminase inhibition | recombinant A3G, ssDNA deamination FAM/TAMRA fluorescence | inhibition, % at 20 µM | 330,000 compounds, 0.28% hits | AID 493012;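 active = inhibition of at least 40% at 20 µM, with no more than 30% in the related APOBEC3A deaminase screen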;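 also: plate controls were DMSO wells with A3G for no effect and wells lacking A3G enzyme for full effect; some compounds called inactive have numbers as strong as hits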
Target sequence (Q9HC16 whole entry, looked up): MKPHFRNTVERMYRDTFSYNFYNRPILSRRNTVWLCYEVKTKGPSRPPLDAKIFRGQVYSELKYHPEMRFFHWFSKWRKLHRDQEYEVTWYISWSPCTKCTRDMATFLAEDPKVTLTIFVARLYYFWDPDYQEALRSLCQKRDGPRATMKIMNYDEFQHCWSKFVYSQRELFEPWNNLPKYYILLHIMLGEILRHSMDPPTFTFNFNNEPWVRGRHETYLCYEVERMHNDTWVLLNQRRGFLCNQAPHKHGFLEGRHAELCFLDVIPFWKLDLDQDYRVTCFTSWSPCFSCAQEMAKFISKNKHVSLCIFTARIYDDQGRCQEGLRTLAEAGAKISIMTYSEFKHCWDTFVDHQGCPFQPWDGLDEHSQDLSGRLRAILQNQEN
hIAP act: increases human intestinal alkaline phosphatase activity. P09923. purified human IAP, CDP-Star luminescence, 30 min; hits give high values; 1 = vehicle-only enzyme, 0 = enzyme-free background. activation factor at 10 µM. 330,000 compounds, 0.16% hits. AID 2524;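 active = activation factor of the enzyme at least 2-fold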; also: the source names both 10 and 20 µM as test concentration; values of inactives mirror those of a sister screen read the other way
SENP1 inh: blocks the human SENP1 SUMO protease catalytic domain; Q9P0U3; recombinant SENP1 catalytic domain, CyPet-SUMO1-YPet FRET cleavage; inhibition, % at 10 µM; 360,000 compounds, 0.21% hits;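 active = inhibition at least 30% at 10 µM, raw YFP signal under a set limit, fluorescence ratio 0.5 to 1.5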;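 also: 0% = enzyme with DMSO and 100% = no enzyme wells; some results filed as inactive read as strong as hits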
Target sequence (Q9P0U3 419-644 limits assumed): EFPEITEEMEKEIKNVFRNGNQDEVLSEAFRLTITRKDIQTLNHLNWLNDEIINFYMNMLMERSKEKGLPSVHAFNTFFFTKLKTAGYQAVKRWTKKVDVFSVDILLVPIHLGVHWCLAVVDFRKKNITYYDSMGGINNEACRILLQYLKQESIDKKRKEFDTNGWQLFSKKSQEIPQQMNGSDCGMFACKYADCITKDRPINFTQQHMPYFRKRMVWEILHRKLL
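Assay system: hSENP1 catalytic domain, recombinant. Amount: SENP1 enzyme, 20 pM final. Schedule: 50 min reaction, RT, dark. Technique: FRET, CFP and YFP emission. Control set: no-enzyme wells low, DMSO-plus-enzyme wells high control.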
MIN6 prolif: MIN6 beta-cell proliferation induction; 330,000 compounds, 0.29% hits; proliferation, % at 10 µM; AID 2380; MIN6 cells proliferation, ATPlite luminescence, 48 h; cells starved in 0.2% serum; 100% = growth in 10% serum;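 active = compounds whose signal lies at least 3.5 SD above the mean of all wells on their plate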;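 also: 0% = DMSO-treated cells in low-serum medium and 100% = 10% serum control; some compounds called inactive have numbers as strong as hits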
A3A deaminase: human APOBEC3A DNA deaminase inhibition; AID 493011; 330,000 compounds, 0.41% hits; inhibition, % at 20 µM; recombinant A3A, FAM/TAMRA ssDNA deamination fluorescence; P31941;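 active = at least 40% inhibition at 20 µM here, with at most 30% in a related deaminase screen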;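 also: plate controls were A3A with DMSO for no effect and wells lacking A3A enzyme for full effect; some results filed as inactive read as strong as hits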
Target sequence (P31941 whole entry, looked up): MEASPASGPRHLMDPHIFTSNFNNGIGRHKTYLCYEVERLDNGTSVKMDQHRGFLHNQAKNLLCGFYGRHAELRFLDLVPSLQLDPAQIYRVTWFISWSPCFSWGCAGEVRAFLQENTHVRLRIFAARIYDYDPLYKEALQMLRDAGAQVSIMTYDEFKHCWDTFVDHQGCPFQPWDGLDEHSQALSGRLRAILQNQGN
mIAP inh: blocks mouse intestinal alkaline phosphatase; purified mouse IAP, CDP-Star luminescence, 30 min; inhibition, % at 10 µM; 330,000 compounds, 0.2% hits; AID 2806;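 active = inhibition of at least 40% at 10 µM in the primary screen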;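 also: plate controls were DMSO with enzyme for no effect and no enzyme wells for full effect; values of inactives mirror those of a sister screen read the other way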
Starred values were filed as active, the others as inactive. This is a subset; the hit share may differ from the screen's.

The line under a structure holds: mIAP activ	MIN6 prolif	APOBEC3G inh	NLRP3 yeast inh	mIAP inh	SENP1 inh	A3A deaminase	hIAP act	hIAP inh
O=C(O)/C=C/C(=O)N1CCN(c2ccc(F)cc2)CC1
→ 0.91	-2	-5	11	9	0	-5	0.93	7
NC(=O)COc1ccc(/C=C2\C(=O)ON=C2c2ccccc2)cc1
→ 0.97	-2	8	2	3	2	-1	0.92	8
COc1ccc(C(c2c(C)[nH][nH]c2=O)c2c(C)[nH][nH]c2=O)cc1Br
→ 0.94	-2	0	35	6	1	-6	1.2	-21
CCC(=O)Nc1ccc(Nc2nc(Cl)nc(Nc3ccc(NC(=O)CC)cc3)n2)cc1
→ 0.94	-1	-6	3	6	3	-2	1.1	-7
O=c1nc(SCc2ccccc2Cl)nc(-c2ccc(Cl)cc2)[nH]1
→ 0.87	-4	-6	9	13	1	-4	1.1	-6
COc1cc(NC(=S)N2CCN(C(c3ccccc3)c3ccccc3)CC2)cc(OC)c1
→ 1.1	-3	-5	1	-14	-1	-3	0.9	10
CCC(C(=O)c1ccccc1)N(C(=O)c1ccccc1Cl)N1C(=O)C2C3C=CC(C3)C2C1=O (configuration not stated)
→ 0.95	0	2	5	5	1	1	0.89	12
COc1ccc2c(=O)c(C(=O)NCc3ccccc3)c[nH]c2c1
→ 0.98	-5	-6	11	2	0	-7	1.1	-10
COc1ccc(NC(=O)c2cn(-c3ccccc3)nc2SC)cc1
→ 3.3*	-2	-1	19	-232	1	2	0.87	13
COc1ccc(C2(C)NC(=O)N(CC(=O)NCc3ccccc3)C2=O)cc1OC (configuration not stated)
→ 0.97	4	-4	-10	3	3	0	1.2	-20
CCC(CC)c1nnc(NC(=O)Oc2ccccc2)s1
→ 1	-1	2	12	-2	3	4	0.71	29
CCc1ccc(NC2=NCC(=O)N2c2ccc3c(c2)OCCO3)cc1
→ 1.1	-1	0	0	-11	2	-2	0.97	3
Cc1oc2c(c(C)cc3oc(=O)c(CC(=O)NCC(=O)NCC(=O)O)c(C)c32)c1C
→ 1.1	2	4	1	-6	-2	-4	1	-4
COc1ccc(NS(=O)(=O)c2ccc(O)c(C(=O)OCC(=O)NC(C)C3CC4CCC3C4)c2)cc1 (configuration not stated)
→ 1	3	-3	8	-2	3	6	0.99	1
O=C(CN1CCN(S(=O)(=O)c2ccc(F)cc2)CC1)Nc1ccc2c(c1)OCCO2
→ 1.1	1	-5	15	-5	1	-3	1.2	-20
COc1ccc(N2CCN(C(=O)CSc3nnc(Cn4nnc5ccccc54)n3C)CC2)cc1
→ 1	-2	-5	-1	-1	0	-2	0.9	10
Cn1nnnc1SCc1cccc(CSc2nnnn2C)n1
→ 0.96	0	-2	15	4	2	1	1	-1
Cc1c(C(C)NC(=O)c2cc(COc3cccc4cnccc34)on2)cnn1C (configuration not stated)
→ 0.97	-1	-8	-2	2	1	-8	0.99	1
Cc1onc(-c2ccccc2Cl)c1-c1nc(-c2ccncc2)no1
→ 1	-4	6	5	-4	0	8	1.1	-9
CNc1ccccc1C(C)(C)c1cc(C)[nH]n1
→ 1	0	-4	-7	-4	-2	-1	0.92	8
Cc1nc2ccccn2c1C(=O)NNC(=O)Nc1ccccc1
→ 0.97	-1	-3	5	2	0	-1	1.2	-24
O=C(NCc1cccnc1)c1ccc(Cn2c(=S)[nH]c3ccc(Br)cc3c2=O)cc1
→ 0.97	-2	36	1	3	-1	4	0.99	1
Cc1ccc(C)c(NC(=O)CN(C)C(=O)C2CCN(S(=O)(=O)c3ccc4c(c3)OCCO4)CC2)c1
→ 0.96	-2	-9	13	4	1	-2	0.96	4
CC(C)CCNC(=O)C(c1ccc(O)cc1)N(Cc1cccs1)C(=O)C1COc2ccccc2O1 (configuration not stated)
→ 0.84	0	-3	9	16	-1	-2	1.2	-19
Cc1ccc(S(=O)(=O)NCCC(=O)NNC(=O)C2COc3ccccc3O2)cc1 (configuration not stated)
→ 0.85	1	-6	-9	15	1	-2	1.8	-77
O=C(NCc1ccc(Cl)cc1)NCC(F)(F)F
→ 1	-2	-7	-4	-2	1	2	1.1	-8
O=C(O/N=C/c1cccc([N+](=O)[O-])c1)C1CC1
→ 1.1	-1	0	2	-9	1	4	0.79	21
COc1ccc(N2C(=O)C3NN=C(C(=O)OCc4ccccc4)C3C2=O)cc1 (configuration not stated)
→ 1	0	-5	12	-4	1	4	0.99	1
COc1ccc(/C=C/C(=O)OCC(=O)Nc2ccc(Cl)cn2)cc1
→ 1	0	-2	9	-4	-6	3	1.1	-5
Cc1ccc(S(=O)(=O)N2c3ccccc3NC(=O)C2CC(=O)Nc2ccccc2)cc1 (configuration not stated)
→ 1.1	-1	5	10	-10	-4	-4	1.2	-20
O=C(CSc1nnc(-c2ccc(Cl)cc2Cl)n1C1CCCCC1)N1CCCC1
→ 0.91	1	-10	5	9	2	-7	1	-5
CCOC(=O)Cc1csc(NC(=O)CSc2nnnn2-c2ccc(C)cc2C)n1
→ 1	1	-2	11	0	-19	-1	0.95	5
Cc1ccc(C(=O)Nc2cc3c(oc2=O)CCCC3=O)cc1
→ 1	1	-2	17	0	3	-2	0.94	6
CCn1c(C)nc2cc(-c3nnc(-c4c(-c5ccccc5)noc4C)o3)ccc21
→ 0.96	-6	-3	12	4	1	-1	0.8	20
O=C(Nc1ccc(F)cc1)NC1CCN(Cc2ccccc2)CC1
→ 1.1	-2	-6	2	-5	1	-2	1.1	-7
O=C(Nc1ccc(Cc2ccncc2)cc1)c1ccc(S(=O)(=O)N2CCOCC2)cc1
→ 0.94	2	1	12	6	-1	1	1	-3
Cc1ccc(NC(=O)C2CCN(c3ncnc4c3nc3n4CCCCC3)CC2)cc1Cl
→ 1.4	-4	6	15	-38	0	-1	1.2	-16
C=CCCN(Cc1ccccc1)S(=O)(=O)c1ccccc1Br
→ 0.98	-3	-9	3	2	0	-3	0.92	8
CC(C)COc1ccc(C(=O)N/C(=C\c2cccc([N+](=O)[O-])c2)C(=O)O)cc1
→ 1	2	-3	1	0	-1	2	0.83	16
O=C(N/N=C/c1c(Cl)cccc1Cl)C(=O)NC1CC1
→ 1	-3	-17	-8	-1	0	-1	0.95	5
COC(c1ccc(Cl)cc1)(c1ccc(Cl)cc1)C(Oc1nc(C)cc(C)n1)C(=O)O (configuration not stated)
→ 0.99	-4	-7	17	1	-1	-3	0.81	20
Nc1ccc(Cl)cc1/C(=N/O)c1ccccc1
→ 1	1	-3	-17	-2	2	-2	0.88	12
O=C(Nc1cccc(Cl)c1)N1CCSc2cc(Cl)ccc21
→ 1.4	-4	4	26	-37	-2	2	0.88	12
C=CCNC(=S)Nc1ccc2nc(C)c(C)nc2c1
→ 0.95	0	-2	1	5	3	0	0.86	14
COC(=O)c1ccc(NC(=O)C(OC)c2ccccc2)cc1 (configuration not stated)
→ 1.1	-3	-9	21	-6	3	-1	1	-2
CCC(=O)NNc1ncnc2ccccc12
→ 0.92	2	-5	-7	8	2	-2	0.95	4
Cc1ccsc1CNC(=O)c1c(-c2ccccc2)noc1C
→ 1.1	-1	-4	18	-12	8	-2	1.8	-80
CCOC(=O)COc1ccc(C2CC(C)=NN2c2ccccc2)cc1 (configuration not stated)
→ 1.1	-1	-6	21	-10	-81	-4	1.1	-13
CCOc1ccccc1C(=O)N1CCC(C(=O)c2ccc(F)cc2)CC1
→ 1.1	2	0	0	-10	1	-1	1.2	-17
O=C(O)C1=C(OCc2ccc(F)c(F)c2)C(=O)NCC1
→ 1	1	-2	14	-1	3	2	1	-4
CCOC(=O)c1[nH]c(C)c(C(=O)OCC(=O)N2CCc3ccccc32)c1C
→ 1	-1	-3	4	-4	-1	5	1.1	-6
O=C(Nc1ccccc1N1CCCC1)c1cccnc1
→ 1	-2	-2	5	-2	-1	-3	1.1	-9
Cc1c(C(=O)O)oc2ccc(S(=O)(=O)N3CCCCC3C(=O)O)cc12 (configuration not stated)
→ 0.94	-2	3	-5	6	1	6	1.1	-9
O=C(c1cnc2sccn2c1=O)N1CCc2ccccc2C1
→ 0.86	3	0	1	14	-6	1	1	-1
COc1ccc(C(=S)N2CCOCC2)cc1OC(=O)c1ccccc1Cl
→ 0.95	0	-3	4	5	-4	-4	0.83	17
Cn1nc(C(C)(C)C)cc1C(=O)Nc1nc2c(s1)C(=O)CC(C)(C)C2
→ 0.95	-3	-2	19	4	-9	1	0.84	16
CCO[C@@H]1OC(C(=O)O)=C[C@H](C2CCCCC2)[C@H]1CCCO
→ 0.84	0	-3	12	16	1	0	0.92	8
Cc1noc(C)c1COC(=O)c1cccc(S(=O)(=O)N2CCOCC2)c1
→ 0.87	1	-5	6	13	3	1	0.88	12
Cc1cc(Cl)c2cc3ccccc3cc2n1
→ 0.92	1	-6	-2	8	3	-2	0.86	14
CNC(=O)c1sccc1Oc1ccc(F)cc1[N+](=O)[O-]
→ 0.93	4	-7	16	7	1	-3	0.86	14

Remaining list, next part:
The line under a structure holds: mIAP activ	MIN6 prolif	APOBEC3G inh	NLRP3 yeast inh	mIAP inh	SENP1 inh	A3A deaminase	hIAP act	hIAP inh
CCSC(C)CC1CC(=O)CC(=O)C1 (configuration not stated)
→ 1.1	-3	1	15	-5	0	0	0.91	9
COc1ccc(C(=O)NC(=O)NC2(C(Cl)(Cl)Cl)OCCO2)cc1
→ 0.9	-1	-5	-3	10	-1	2	0.85	14
C/C(=N\NC(=O)c1c(Cl)c(C)nn1C)c1ccc(NC(=O)COc2ccc(Cl)cc2C)cc1
→ 0.95	-4	-7	15	5	0	-5	0.95	5
Clc1ccc(Cn2nnc(-c3ccc(N4CCOCC4)cc3)n2)cc1
→ 0.91	-1	0	17	9	0	2	1	-1
Cc1ccc(NC(=O)c2ccc(S(=O)(=O)Nc3c(C)n(C)n(-c4ccccc4)c3=O)cc2)nc1
→ 1.1	-2	-7	13	-12	1	1	0.97	3
O=C(CN1CCC(Cc2ccccc2)CC1)NCCc1ccc(F)cc1
→ 1.1	-4	-10	12	-6	4	-1	1	-5
CCOc1nc(NC2CCCCC2)nc(NC(C)(C)C)n1
→ 0.97	3	-2	0	3	3	1	0.96	4
Cc1cc(C)c(C#N)c(SCCN2CCOCC2)n1
→ 1	-1	-3	5	-5	0	2	1.1	-8
CCOCc1nnc(NS(C)(=O)=O)s1
→ 0.95	1	-8	-18	5	3	-2	0.84	16
COc1ccc(CNC(=O)Cn2c(=O)oc3cc(S(=O)(=O)N4CCCC4)ccc32)cc1
→ 0.97	-2	-3	6	3	1	-5	0.84	16
CC1CCCCC1NC(=O)CCn1c(=O)sc2ccccc21 (configuration not stated)
→ 1	0	-4	5	-2	-1	1	1.1	-8
COc1cc(-n2c(=O)c3ccccc3n(Cc3cc(=O)n4ccccc4n3)c2=O)cc(OC)c1OC
→ 1.1	0	-6	14	-6	1	-4	0.78	22
O=C(CSc1nnc(-c2ccncc2)o1)NCc1ccc(Cl)cc1
→ 0.85	3	-8	5	14	-1	-4	0.89	11
